Bioassay records (PubChem BioAssay)
DRD3 agonist – D3 dopamine receptor (human) agonism | P35462 | D3R DiscoveRx beta-arrestin cells, luminescence, 90 min | max activation, % | 410,000 compounds, 0.58% hits | AID 652048; in the data active means max activation above about 30%; further: 0% is about no effect; mostly tested at two doses, the higher about 12 µM
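Cells at 1500/well, incubated overnight, then treated with pinned compounds (dopamine as control) for 90 min at 37 degrees C. DiscoveRx reagent added for 30 - 60 minutes at room temperature; luminescence read.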
GLP1R ag – GLP-1 receptor (human) agonism. P43220. HEK293 GLP-1R CRE-luciferase, luminescence, 4-6 h; cells express a hypersensitive GLP-1R form. Potency, µM (titrated, usually from 45.6 µM), for the others: at the highest dose activation, actives largely listed as activators. 380,000 compounds, 0.007% hits. AID 624172; further: potency means the concentration at half of the fitted maximal effect; % of control where 0% means no effect
IL2 activator – IL-2 activation. IL-2 activation reporter assay, cell-based qHTS; stimulated with anti-CD3/CD4/CD28 beads; in transgenic mouse T cells. activation, % (series mostly up to about 46 µM). 360,000 compounds, 0.065% hits. AID 652025; in the data active means activation above about 50%; inconclusive means mostly about 30% to 49%; further: 0% is about no effect
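Readout: EGFP and DsRed signals by fluorescent plate cytometry. Unstimulated transgenic mouse T cells received compound 60 min before antibody-bead stimulation, then incubated 18 h at 37 degrees C.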
D3 antag – antagonists of human D3 dopamine receptor. AID 652054. D3R cells, DiscoveRx beta-arrestin luminescence, antagonist mode; active compounds read low. P35462. max response, negative = inhibition, %. 360,000 compounds, 2.5% hits; in the data active means max response below about -50%; inconclusive means no clear call, values can overlap the other calls; further: on the % scale 0 is the no-effect control and ±100 the full control effect; mostly tested at two doses, the higher about 12 µM
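Cells expressing the human receptor were seeded at 1500 cells/well, incubated overnight at 37 degrees C in 5% CO2, then exposed to library compounds with dopamine controls for 90 minutes at 37 degrees C before luminescent detection.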
HEK293 tox – cytotoxicity counter-screen for GLP-1 receptor inverse agonists; HEK293 cAMP-luciferase reporter cells, luminescence, 24 h; Potency, µM (titrated, usually from 38.3 µM), inactives show top-dose activity change, negative = inhibition, hits mostly inhibitors; 410,000 compounds, 0.13% hits;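 further: loss of luciferase light is scored as toxicity; potency means the concentration at half of the fitted maximal effect; on the % scale 0 is the no-effect control and ±100 the full control effect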
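Quantitative HTS format, 1536 wells, 200 cells/uL seeded. Compounds: 23 nL, 24 h, 37 °C. Detection: luciferase reagent, luminescence at 12 min RT; decreased signal taken as cytotoxic.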
PI5P4Ka inh – inhibitors of human PI5P4K alpha; PI5P4Kalpha enzyme, ADP-Glo luminescence, 60 min; active compounds read low; P48426; max response, %; 330,000 compounds, 1.2% hits; active means max response of -50% or lower; inconclusive means between -30% and -50%; inactive means -30% or higher; further: value at the top dose of about 77 µM; on the % scale 0 is the no-effect control and ±100 the full control effect
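ADP-Glo luminescence end-point after a 60 min room-temperature kinase reaction. PI5P4Kalpha and substrate in HEPES pH 7.4 buffer with EGTA, 0.1% CHAPS and 5% DMSO; ATP at 5 microM final.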
GLP-1R inv ag – acts as inverse agonist at human GLP-1 receptor; 410,000 compounds, 1.6% hits; Potency, µM (doses to about 38.3 µM), for the others: top-dose activity change, negative = inhibition, usual class: inhibitors; AID 624417; HEK293 GLP-1R CRE-luciferase, luminescence, 24 h; GLP-1R form is constitutively active; further: potency means the concentration at half of the fitted maximal effect; on the % scale 0 is the no-effect control and ±100 the full control effect; nearly all actives have a fitted effect of over 55% in size
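HEK293 cells stably co-expressing constitutively active GLP-1R and a cAMP-responsive luciferase reporter were seeded in DMEM with 10% Nu serum, given compounds after 12 h, and incubated 24 h at 37 deg C. Luminescence was then read.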
PLK1 PBD block – blocks phosphopeptide binding to human PLK1 polo-box domain; 360,000 compounds, 2.8% hits; Potency, µM, without a hit: max response, negative = inhibition, actives largely listed as inhibitors; Plk1 PBD binding of FITC phosphopeptide, fluorescence polarization; further: potency means the concentration at half of the fitted maximal effect; series mostly up to about 57 µM; on the % scale 0 is the no-effect control and ±100 the full control effect; nearly all actives have a fitted effect of over 65% in size
WRN helicase inh – WRN helicase (human) inhibition; WRN helicase unwinding, fluorescent forked duplex, kinetic; Potency, µM (series often up to 114 µM), for the others: at the highest dose activity change, negative = inhibition, actives largely listed as inhibitors; 360,000 compounds, 0.46% hits; further: potency means the concentration at half of the fitted maximal effect; on the % scale 0 is the no-effect control and ±100 the full control effect; nearly all actives have a fitted effect of over 55% in size
Target sequence (Q14191 whole entry, looked up): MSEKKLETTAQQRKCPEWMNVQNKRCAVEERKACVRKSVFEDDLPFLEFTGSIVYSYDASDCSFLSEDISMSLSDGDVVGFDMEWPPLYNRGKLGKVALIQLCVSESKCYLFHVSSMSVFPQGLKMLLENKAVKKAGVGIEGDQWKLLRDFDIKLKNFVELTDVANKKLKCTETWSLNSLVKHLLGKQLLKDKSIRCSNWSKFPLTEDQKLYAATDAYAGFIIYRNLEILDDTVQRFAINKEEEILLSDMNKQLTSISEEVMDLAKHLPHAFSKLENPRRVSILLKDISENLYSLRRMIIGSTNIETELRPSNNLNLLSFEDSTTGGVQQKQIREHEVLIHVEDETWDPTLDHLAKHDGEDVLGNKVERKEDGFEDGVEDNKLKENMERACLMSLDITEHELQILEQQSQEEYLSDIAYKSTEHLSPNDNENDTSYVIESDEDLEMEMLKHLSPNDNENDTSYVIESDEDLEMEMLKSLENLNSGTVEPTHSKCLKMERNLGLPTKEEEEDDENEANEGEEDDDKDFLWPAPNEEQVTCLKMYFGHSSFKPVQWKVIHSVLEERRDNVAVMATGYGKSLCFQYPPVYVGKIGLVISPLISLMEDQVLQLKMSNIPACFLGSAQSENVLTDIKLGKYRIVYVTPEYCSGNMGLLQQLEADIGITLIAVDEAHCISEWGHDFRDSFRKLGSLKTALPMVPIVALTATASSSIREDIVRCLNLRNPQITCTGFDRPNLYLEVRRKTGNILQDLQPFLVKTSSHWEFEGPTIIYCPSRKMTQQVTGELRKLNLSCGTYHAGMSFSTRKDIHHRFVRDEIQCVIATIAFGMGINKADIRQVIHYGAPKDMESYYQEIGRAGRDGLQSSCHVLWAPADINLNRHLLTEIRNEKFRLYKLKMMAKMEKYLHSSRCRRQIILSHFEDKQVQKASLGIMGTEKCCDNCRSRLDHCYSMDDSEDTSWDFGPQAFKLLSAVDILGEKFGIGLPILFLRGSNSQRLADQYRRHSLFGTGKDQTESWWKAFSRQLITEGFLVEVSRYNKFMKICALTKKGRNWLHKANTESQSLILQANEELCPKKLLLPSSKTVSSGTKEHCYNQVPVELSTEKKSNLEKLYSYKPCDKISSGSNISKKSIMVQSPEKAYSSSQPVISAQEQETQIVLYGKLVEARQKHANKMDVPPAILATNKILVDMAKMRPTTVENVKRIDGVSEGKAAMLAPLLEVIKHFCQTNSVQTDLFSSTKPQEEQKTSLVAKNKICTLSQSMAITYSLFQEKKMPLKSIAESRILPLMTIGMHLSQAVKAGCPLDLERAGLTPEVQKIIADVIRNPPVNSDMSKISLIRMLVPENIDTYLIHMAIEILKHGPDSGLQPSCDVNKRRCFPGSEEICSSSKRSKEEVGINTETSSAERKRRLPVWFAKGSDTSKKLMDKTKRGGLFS
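Kinetic red-fluorescence monitoring (525/598 nm) tracks WRN helicase activity after 100 nM fluorophore-quencher forked duplex and 2 mM ATP are added to 20 nM enzyme pretreated 15 min at room temperature with compound.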
* = called active by the depositor; ? = inconclusive; . = not tested or not shown; [ ] = another dose, or the depositor's remark. Unless noted, the call rests on the fitted dose curve; in most records, active means well fitted curve in the direction sought with a large enough effect; inconclusive means small, poorly fitted or top-dose-only effect, or another doubt; inactive means no such curve, though single readings can be large; an effect the other way counts as inactive or inconclusive.

(1) O=C(CCN1c2ccccc2Sc2ccccc21)OCC(=O)N1CCN(C(=O)c2ccco2)CC1
(2) NC(=O)c1ccc(NC(=O)COC(=O)C2COc3ccccc3O2)cc1 (configuration not stated)
(3) CC1(Oc2cccc(F)c2)CCN(Cc2ccccc2OC(F)F)C1 (configuration not stated)
(4) O=C(CN1CCN(c2ccc(F)cc2)CC1)N1CCOCC1
(5) COc1ccc(-c2cc(-c3ccccc3O)[nH]n2)cc1OC
(6) CCC(CO)Oc1cc(NCc2cccc(C(F)(F)F)c2)c2ncn(C(C)C)c2c1 (configuration not stated)
(7) COc1ccc(-c2[nH]ncc2CNC(C)c2cn(C)nc2C)c(F)c1 (configuration not stated)
(8) CC1CCCC(NC(=O)NC(=O)CCl)C1C (configuration not stated)
(9) Cc1nn(Cc2ccccc2)c(Cl)c1/C=N/NC(=O)c1cccnc1
(10) Cc1ccc(S(=O)(=O)NCCC(=O)OCC(=O)Nc2cccc(Cl)c2)cc1

assay / entry	1	2	3	4	5	6	7	8	9	10
DRD3 agonist	0	0	-13	6	0	-11	-1	-5	-2	-4
GLP1R ag	2%	-8%	-7%	-4%	8%	-2%	-7%	-6%	8%	0%
IL2 activator	-0.3	0.1	-0.3	-0.1	-0.6	-3.6	-4.3	-0.7	-1.6	-0.5
D3 antag	-12	20	-22	-8	-20	22	-6	-15	10	-26
HEK293 tox	-7%	-7%	2%	7%	-7%	-11%	8%	-16%	6%	8%
PI5P4Ka inh	-11	-14	-9	7	4	3	1	0	1	1
GLP-1R inv ag	-11%	19%	-4%	25%	?	?	0%	?	-20%	14%
PLK1 PBD block	-2%	6%	-11%	-3%	2%	-6%	-4%	-16%	-8%	1%
WRN helicase inh	-11%	-14%	-9%	-2%	-21%	-13%	10%	-17%	-4%	-6%

Next part, starting with the last 4 of the part before.
(7) COc1ccc(-c2[nH]ncc2CNC(C)c2cn(C)nc2C)c(F)c1 (configuration not stated)
(8) CC1CCCC(NC(=O)NC(=O)CCl)C1C (configuration not stated)
(9) Cc1nn(Cc2ccccc2)c(Cl)c1/C=N/NC(=O)c1cccnc1
(10) Cc1ccc(S(=O)(=O)NCCC(=O)OCC(=O)Nc2cccc(Cl)c2)cc1
(11) CSC1=N/C(=C/c2ccc(-n3cncn3)cc2)C(=O)N1
(12) Cc1cc2c(cc1C)NC(c1nc3ccccc3[nH]1)C1=C(CC(C)(C)CC1=O)N2 (configuration not stated)
(13) CC1CCC2(CC1)NC(=O)N(CC(=O)NCCc1c[nH]c3ccccc13)C2=O (configuration not stated)
(14) COc1ccc(Nc2nc(N)c3ccccc3n2)c(OC)c1
(15) Nc1cccc(CCc2nc3ccccc3[nH]2)c1
(16) O=C(O)CNC(=O)c1ccccc1F
(17) O=C(NCCCn1ccnc1)c1cn(-c2ccccc2)nc1-c1ccccc1
(18) CCN1C(=O)c2cccc3c(S(=O)(=O)Nc4ccc(OC)cc4OC)ccc1c23
(19) N#Cc1c(-c2cccs2)nc(SCC(=O)c2ccc(Br)cc2)[nH]c1=O
(20) COC(=O)c1sc(-c2ccc(C(C)(C)C)cc2)cc1NC(=O)COCC(=O)O

assay / entry	7	8	9	10	11	12	13	14	15	16	17	18	19	20
DRD3 agonist	-1	-5	-2	-4	19	-4	1	-10	3	2	-4	0	2	6
GLP1R ag	-7%	-6%	8%	0%	0%	-4%	-6%	1%	-1%	-1%	4%	1%	-3%	22%
IL2 activator	-4.3	-0.7	-1.6	-0.5	-0.2	0.3	1.9	-0.6	0.1	-0.3	-0.3	0.3	-0.2	2.5
D3 antag	-6	-15	10	-26	11	-11	13	-19	11	?	-22	4	5	1
HEK293 tox	8%	-16%	6%	8%	4%	0%	1%	-7%	-5%[1.53 µM]	2%	-3%	11%	0%	?
PI5P4Ka inh	1	0	1	1	2	6	6	-9	-5	-3	.	0	-62*	23
GLP-1R inv ag	0%	?	-20%	14%	48%[activator]	-5%	?	4%	8%	5%	14%	2%	?	5%
PLK1 PBD block	-4%	-16%	-8%	1%	3%	-4%	-9%	-19%	8%	0%	0%	-10%	27µM*	?
WRN helicase inh	10%	-17%	-4%	-6%	-5%	7%	-1%	8%	-13%[57.1 µM]	-7%	-16%	-6%	50µM*	3%

(21) CCCOc1ccc(/C(CC)=N/NC(=O)C2(C)CC2(Br)Br)cc1 (configuration not stated)
(22) CCCCNC(=O)c1nc(-c2ccncc2)oc1-c1ccc(OC(F)(F)F)cc1
(23) COC(=O)[C@]12CCCCC=C1N(Cc1ccc3c(c1)OCO3)C(=O)[C@H](CC(=O)N1CCN(C(=O)C3CC3)CC1)C2
(24) COCCNC(=O)C1CCCN(C(=O)c2nc3ccccc3s2)CC1 (configuration not stated)
(25) COc1cc(C(=O)N(Cc2ccccc2)c2cccc(C)c2)ccc1OCC(=O)N1CCOCC1
(26) CCCc1cc(=O)[nH]c(SCc2nc3ccccc3o2)n1
(27) CC(C)(C)OC(=O)C[C@@H]1C/C=C\C[C@H](CC(=O)N(CCO)Cc2ccccc2)C(=O)NC[C@H](c2ccccc2)OC1=O
(28) CCCc1cc(C(=O)N(C2CCCCC2)C2CCCCC2)no1
(29) CC(=O)C1=C(O)C(=O)N(CCN(C)C)C1c1ccc(Cl)cc1 (configuration not stated)
(30) O=C(COC(=O)Cc1c[nH]c2ccccc12)Nc1ccc(Cl)cc1

assay / entry	21	22	23	24	25	26	27	28	29	30
DRD3 agonist	3	-16	5	-12	-4	10	-1	1	2	5
GLP1R ag	2%	.	.	8%	23%	2%	0%	-6%	-6%	-4%
IL2 activator	-0.4	1.3	0.0	-0.1	-0.4	0.6	1.0	-4.2	-1.5	0.7
D3 antag	-8	7	10	?	-5	33	13	14	9	-1
HEK293 tox	0%[1.53 µM]	-2%	0%	5%	-6%	1%	2%	-2%	-19%	0%
PI5P4Ka inh	18	-4	7	-10	1	-3	-4	5	.	8
GLP-1R inv ag	5%	11%	-30%	21%	-19%	8%	1%	8.9µM*	0%	13%
PLK1 PBD block	5%	3%	-3%	-6%	-7%	1%	-9%	-1%	0%	4%
WRN helicase inh	-12%[57.1 µM]	-1%	-7%	4%	1%	-4%[57.1 µM]	10%	0%	3%	-2%

(31) COc1ccc(COC(=O)c2ccc(C)c(S(=O)(=O)N3CCOCC3)c2)cc1F
(32) Cc1onc(-c2ccccc2)c1-c1ccnc(N)n1
(33) Cc1cnn(-c2ccc3nnc(-c4ccc(Br)cc4)n3n2)c1
(34) CCN1CCN(C(=O)COCc2cc(-c3ccc4c(c3)OCO4)on2)CC1
(35) CN(CCNC(=O)c1ccc(CS(=O)(=O)c2ccc(Br)cc2)o1)CCc1ccccc1
(36) COc1ccccc1C=NNC(=O)c1ccncc1
(37) CN(C)CCN1CCN(C(c2cc3ccccc3o2)c2nnnn2C(C)(C)C)CC1 (configuration not stated)
(38) CCOC(=O)N1CCN(c2c(F)cc3[nH]c(=S)[nH]c3c2Br)CC1
(39) COc1cc(/C=C2/C(=N)N3C(SC)=NSC3=NC2=O)ccc1OC(=O)c1ccco1
(40) O=c1c2cc([N+](=O)[O-])ccc2nc(CN2CCN(c3ccccn3)CC2)n1-c1ccccc1F

assay / entry	31	32	33	34	35	36	37	38	39	40
DRD3 agonist	10	1	-7	-6	-14	-5	-4	-17	6	7
GLP1R ag	25%	-1%	-5%	2%	-1%	9%	2%	24%	-1%	13%
IL2 activator	-1.9	-3.5	-0.6	-1.7	0.9	0.7	0.6	-0.4	2.9	-1.6
D3 antag	-1	-13	11	-26	-55*	4	0	-21	-5	-9
HEK293 tox	-5%	14%	17%	10%	1%	-10%	-18%	-25%	6%	3%
PI5P4Ka inh	-1	-5	0	4	3	-5	2	.	?	3
GLP-1R inv ag	0%	-9%	17%	9%	?	0%	-21%	51%[activator]	-12%	7%
PLK1 PBD block	-1%	-7%	-4%	-8%	-3%	-4%	2%	-25%	?	-7%
WRN helicase inh	-13%	0%	0%	1%	2%	-2%	3%	-5%	-31%	3%

(41) Cc1cc(N)ccc1-n1c(C)ccc1C
(42) O=C(NC1(C(F)(F)F)NC(=O)N(CCc2ccccc2)C1=O)c1ccccc1F (configuration not stated)
(43) O=C(CCn1cccn1)Nc1ccc2c(c1)OCO2
(44) Cn1c(N)c(C(=O)COC(=O)C2CC(O)CN2S(=O)(=O)c2ccc(Cl)cc2)c(=O)n(C)c1=O (configuration not stated)
(45) CC(c1ccccc1)C(OC(=O)c1cccc([N+](=O)[O-])c1C(=O)O)c1ccccc1 (configuration not stated)
(46) O=C(CNC(=O)OCc1ccccc1)Nc1ccc(F)cc1
(47) O=C(Oc1ccccc1N1C(=O)C2CC=CCC2C1=O)c1ccc(Br)cc1 (configuration not stated)
(48) CCN(CCNC(=O)c1ccc2nc(-c3ccccc3NC(C)=O)c(=O)[nH]c2c1)c1ccccc1
(49) O=C(OCc1ccc(F)cc1)c1cc(=O)c2ccccc2o1

assay / entry	41	42	43	44	45	46	47	48	49
DRD3 agonist	-3	-5	8	4	-5	5	-10	2	3
GLP1R ag	0%	-2%	7%	22%	1%	-6%	-20%	-4%	6%
IL2 activator	-0.5	.	-3.9	-1.6	-0.9	1.3	-0.9	2.2	0.9
D3 antag	-11	.	1	13	-11	-9	-5	0	8
HEK293 tox	-18%	7%	-21%	-4%	-10%	17%	-2%	-27%	-4%
PI5P4Ka inh	-22	.	-2	-1	-1	0	2	1	-2
GLP-1R inv ag	19%	-5%	3%	40%[activator]	4%	2%	-26%	-2%	13%
PLK1 PBD block	-5%	.	-7%	-3%	-11%	-11%	-10%	-1%	2%
WRN helicase inh	-9%	.	-4%[57.1 µM]	0%	8%	-1%	10%	-2%	11%
